Compound activity (PubChem BioAssay)
PglD DTNB – C. jejuni PglD acetyltransferase inhibitors, primary screen, biochemical, DTNB colorimetric, single point; UDP-N-acetylbacillosamine N-acetyltransferase PglD (Campylobacter jejuni); purified PglD enzyme, DTNB colorimetric CoA detection; inhibition, % at 12.5 µM; 360,000 compounds, 0.098% hits; AID 602405, 2012; in the data active means inhibition above about 16%, passing the limit was not always enough; inconclusive means no clear call, values can overlap the other calls; further: strong numbers were not always called active
ERp5 block – inhibitors of ERp5-driven insulin aggregation, primary screen, biochemical, turbidity, absorbance 650 nm, single point; Protein disulfide-isomerase A6 (Homo sapiens), Q15084; 90 min; inhibition, % at 9.99 µM; 350,000 compounds, 0.05% hits; AID 651711, 2012;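 active means mean replicate inhibition above about 25%, with every replicate also reaching it, limit read from the data, passing the limit was not always enough; inconclusive means only one of those two criteria met; inactive means neither criterion met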
E-sel inducer – E-selectin induction in HUVECs, primary screen, imaging, HUVEC, immunofluorescence imaging, single point. P16581. normalized: neutral wells 0, TNF-alpha wells 100. activation, % at 7.58 µM. 260,000 compounds, 0.37% hits. AID 686992, 2013;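 active means mean E-selectin-positive cell signal at least 10% of the positive control, reached in at least 60% of replicates, without over 20% cell loss; inconclusive means no rule given, readout overlaps actives, possibly toxicity-flagged; inactive means the rest, including those meeting only one limit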;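 further: in these data hits start at about 27%; measured in HUVEC primary endothelial cells; signal is the percent of cells scored E-selectin positive by PE staining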
Target sequence (P16581 whole entry, looked up): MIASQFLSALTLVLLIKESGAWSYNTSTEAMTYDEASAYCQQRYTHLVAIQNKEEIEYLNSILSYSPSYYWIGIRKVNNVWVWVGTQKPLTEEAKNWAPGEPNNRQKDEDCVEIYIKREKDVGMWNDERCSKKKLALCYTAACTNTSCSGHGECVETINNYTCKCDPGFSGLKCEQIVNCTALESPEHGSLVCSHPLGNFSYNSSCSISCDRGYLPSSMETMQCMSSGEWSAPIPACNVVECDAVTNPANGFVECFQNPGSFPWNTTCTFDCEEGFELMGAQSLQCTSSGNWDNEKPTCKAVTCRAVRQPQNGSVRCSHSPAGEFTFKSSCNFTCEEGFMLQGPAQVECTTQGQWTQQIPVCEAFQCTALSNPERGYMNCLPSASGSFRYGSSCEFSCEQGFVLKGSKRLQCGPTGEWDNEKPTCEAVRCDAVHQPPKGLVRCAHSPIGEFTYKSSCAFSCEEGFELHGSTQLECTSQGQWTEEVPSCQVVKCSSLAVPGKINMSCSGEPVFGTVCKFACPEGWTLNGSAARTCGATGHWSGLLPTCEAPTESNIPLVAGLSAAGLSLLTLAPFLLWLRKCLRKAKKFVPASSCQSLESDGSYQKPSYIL
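Material: HUVEC primary endothelial cells; Amount: 3,000 cells per well; Dosing: single concentration; Medium: EGM-2 growth medium on 0.1% gelatin-coated wells; Read-out basis: percent E-selectin-positive cells; Signal: immunofluorescence imaging; Control set: TNF-alpha, DMSO.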
DENV2 CPE – inhibitors of DENV2 cytopathic effect, primary screen, cell-based, plate reader, single concentration; DENV2-infected cells, cytopathic effect rescue; CPE inhibition, % at 9.99 µM; 350,000 compounds, 1.7% hits; AID 651640, 2012; in the data active means CPE inhibition above about 20%, passing the limit was not always enough; inconclusive means no clear call, values can overlap the other calls; tested in BHK-21 cells;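 further: 0% = median of neutral control wells and 100% = median of positive control wells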
SIRT5 inh – SIRT5 desuccinylase inhibitors, primary screen, biochemical, fluorescence imaging, single point, set 5; inhibition, % at 15 µM; AID 652115, 2013; Purified SirT5, succinyl-peptide AMC, trypsin-coupled fluorescence; NAD-dependent protein deacylase sirtuin-5, mitochondrial (Homo sapiens), Q9NXA8; 330,000 compounds, 1.1% hits; in the data active means inhibition above about 15%; inconclusive means no clear call, values can overlap the other calls
Target sequence (Q9NXA8 whole entry, looked up): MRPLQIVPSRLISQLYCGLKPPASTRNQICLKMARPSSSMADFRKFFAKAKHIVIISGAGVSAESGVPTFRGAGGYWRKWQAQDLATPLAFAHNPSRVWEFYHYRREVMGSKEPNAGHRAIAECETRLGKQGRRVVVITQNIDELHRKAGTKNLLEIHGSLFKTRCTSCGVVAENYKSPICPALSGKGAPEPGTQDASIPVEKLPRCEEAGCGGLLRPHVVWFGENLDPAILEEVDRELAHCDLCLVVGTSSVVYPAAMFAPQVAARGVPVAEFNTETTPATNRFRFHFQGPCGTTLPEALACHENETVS
S100A4 MyoIIA – inhibitors of S100A4-myosin IIA peptide binding, primary screen, biochemical, fluorescence polarization, TAMRA-MyoIIA peptide. 360,000 compounds, 0.14% hits. Protein S100-A4 (Homo sapiens), P26447. inhibition, % at 10.7 µM;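 active means mean inhibition of at least 70% across replicates, with every replicate also reaching that level; inconclusive means mean inhibition reaches 70% but some replicates fall short; inactive means mean inhibition below 70%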
Target sequence (P26447 whole entry, looked up): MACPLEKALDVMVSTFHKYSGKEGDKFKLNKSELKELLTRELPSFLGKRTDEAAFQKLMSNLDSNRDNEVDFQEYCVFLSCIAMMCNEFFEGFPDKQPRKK
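Material: S100A4 monomer protein / Buffer or medium: 50 mM HEPES pH 7.2, 10 mM CaCl2, 100 mM KCl / Times: 5 min incubation before reading / Benchmarks: neutral control DMSO, positive control TFP / Reagent: labelled myosin peptide probe, 5 nM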
C2C12 statin – suppressors of statin myotoxicity in C2C12 myotubes, primary screen, cell-based, single point, plate reader | 330,000 compounds, 0.78% hits | C2C12 myotubes + simvastatin, ATP luminescence, 48 h; scaled: DMSO 0, geranylgeraniol control 100 | rescue of ATP level, % at 7.49 µM;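 active means mean ATP rescue above about 67%, or every replicate alone reaching that limit, limit read from the data, passing the limit was not always enough; inconclusive means no clear call, values can overlap the other calls; inactive means mean under the limit and some replicate under it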;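 further: myotubes were challenged with 10 µM simvastatin during compound exposure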
* marks the source's active call; other numbers are inactive results; u = inconclusive; x = no result given; & = joins results of further samples. A portion of the library. The share of hits here may be higher or lower than overall.

entry	Molecule	PglD DTNB	ERp5 block	E-sel inducer	DENV2 CPE	SIRT5 inh	S100A4 MyoIIA	C2C12 statin
1	CC1Oc2ccccc2N(CC(=O)c2ccc(F)cc2)C1=O (centres undefined)	x	2	x	7	-1	-2	9
2	Cc1ccc(S(=O)(=O)N[C@H]2CC[C@H](CCNC(=O)C3CCOCC3)O[C@H]2CO)cc1	5	0	0.0	8	0	3	-1
3	COc1ccccc1NC(=O)CC(=O)Nc1ccccc1OC	2	-1	0.1	7	2	0	-6
4	O=C(CN1C(=O)NC2(CCCCCCC2)C1=O)Nc1ccc(Br)cc1	x	-2	2.2	-23	-8	-2	15
5	CCC(OC(=O)C(NC(=O)c1ccccc1)c1ccccc1)C(=O)Nc1cc(C)on1 (centres undefined)	2	0	x	-4	-2	2	4
6	N#C[C@H]1[C@H](c2ccccc2-c2ccccc2F)[C@@H](CO)N1C(=O)C1CCOCC1	x	0	0.0	-11	x	-5	x
7	CCOc1ccc(NC(=O)CN(C)C(=O)CCNC(=O)c2ccc(Br)cc2)cc1OCC	4	6	1.9	-3	-3	1	1
8	CN(C)C(CNC(=O)c1cccs1)c1ccco1 (centres undefined)	3	-1	x	35*	-4	-1	-4
9	Cc1ccc(Cl)c(NC(=O)CSc2cccc[n+]2[O-])c1Cl	-2	8	2.1	2	-2	-12	-2
10	COc1cc(C(=O)N2CCN(C)C(C)C2)ccc1OC1CCN(C(C)=O)CC1 (centres undefined)	5	-6	0.7	3	1	0	0
11	COc1cccc(CN2CCNC(=O)C2CC(=O)N2CCCCO2)c1OC (centres undefined)	x	-2	0.7	2	-2	1	x
12	CO[C@H]1CN(C)C(=O)c2ccc(NC(=O)Nc3c(C)noc3C)cc2OC[C@@H](C)N(C)C[C@H]1C	4	8	1.9	2	2	-10	-4
13	C=CCn1c(SCC(=O)Nc2ccccc2F)nc2ccccc2c1=O	-2	8	0.0	3	-3	-5	-6
14	CCCNC(=O)C[C@@H]1CC[C@H]2[C@H](COc3ccc(NC(=O)c4ccc(C(F)(F)F)cc4)cc3C(=O)N2C)O1	2	0	-0.1	-6	5	2	21
15	CNC(=S)Nc1cccc(C(C)=O)c1	x	1	2.9	6	-1	7	x
16	C/C(N)=C(/C#N)C(=O)CSc1nc2ccccc2c(=O)n1Cc1ccc(F)cc1	-5	4	x	-2	-6	-1	-13
17	Cc1ccc(F)c(S(=O)(=O)NC(=O)C2(C)CCN2C(=O)c2sccc2C)c1 (centres undefined)	-7	1	-0.6	-3	-4	0	1
18	Cc1noc(C)c1NC(=O)N(C)C[C@H]1Oc2ncc(C#CCC(C)C)cc2C(=O)N([C@H](C)CO)C[C@H]1C	10	-6	-0.2	-12	3	5	5
19	C[C@@H]1CCCCO[C@@H](CN(C)C(=O)C2CCCCC2)[C@H](C)CN([C@@H](C)CO)C(=O)c2cc(NC(=O)c3ccccc3)ccc2O1	1	0	-0.1	0	5	-3	x
20	CCc1nnc(NC(=O)Cc2sc(C)nc2-c2ccc(C)cc2)s1	2	-2	0.1	-1	-3	-1	5
21	Cc1cccc(N2CCN(C(=O)CC(NC(=O)c3ccccc3Cl)c3ccccc3)CC2)c1C (centres undefined)	4	8	0.3	-5	-2	-2	15
22	CC(C)c1ccc(C(O)P(=O)(OC2CCCCC2)OC2CCCCC2)cc1 (centres undefined)	-3	0	-0.2	-5	-3	-3	x
23	Cc1ccc(-c2nn(-c3ccccn3)c(=O)c3ccccc23)cc1	-1	-3	-0.1	7	5	-7	0
24	COC(=O)Nc1nnc(-c2ccc(OC)cc2)s1	x	-2	x	-1	-6	0	x
25	CCOc1ccc(-c2noc(CCC(=O)O)n2)cc1	1	2	-0.1	0	x	-1	6
26	CCC(=O)N(C)CCc1cc2c(c(OC)c1/C=N/NC(=O)c1ccncc1)OCO2	-4	4	-0.2	0	1	-11	x
27	Cc1ccc(N2CC(C(=O)Nc3cccc(C(=O)NC4CC4)c3)CC2=O)cc1 (centres undefined)	-7	0	0.0	1	0	-2	-18
28	CCCN(C)C[C@@H]1Oc2cc(C#Cc3ccccc3OC)ccc2S(=O)(=O)N([C@@H](C)CO)C[C@@H]1C	0	2	0.2	-6	-7	3	-2
29	CC(=O)N[C@@H]1CC[C@H](CCNC(=O)C2CCCCC2)O[C@H]1CO	x	2	-0.2	4	2	-5	x
30	COc1cccc(N2CCN(C(=O)c3cc4ccc(OC)cc4[nH]3)CC2)c1	1	8	x	-3	0	-3	-1
31	CCOC(=O)N1CCN(C(=O)CNC(=O)c2nn(-c3ccc(OC)c(Cl)c3)c(=O)c3ccccc23)CC1	-6	-4	0.2	13	-3	1	-3
32	CC(NCc1ccc2c(c1)OCO2)c1ccccc1 (centres undefined)	1	1	0.0	3	-3	-6	-4
33	CC(=O)Nc1nc(-c2ccc3c(c2)CC(C)N3C(=O)C2CC2)c(C)s1 (centres undefined)	-3	1	-0.3	1	x	-3	-14
34	COc1cccc(OCC(O)CN2CCN(C)CC2)c1 (centres undefined)	-1	-2	0.5	-8	-6	-7	6
35	COC(=O)C1=C(C)N(Cc2cccc(C(F)(F)F)c2)C(=NCc2ccc(OC)cc2)NC1c1ccc(F)cc1 (centres undefined)	x	1	-0.2	2	-3	-1	x
36	COc1ccc(C(CNC(=O)C(=O)Nc2ccc3c(c2)OCO3)N2CCN(C)CC2)cc1 (centres undefined)	-1	0	x	-6	0	-4	8
37	Cc1ccc(C(=O)N[C@H](C(=O)N2CCN(c3ncccn3)CC2)C(C)C)cc1	-3	-1	0.0	-8	-14	-2	5
38	Cc1ccc(-c2ccc(C(=O)NCCCNC(=O)c3cnccn3)o2)cc1Cl	5	4	-0.1	-3	0	-11	0
39	COc1cccc(N2CCN(C(=O)CN(c3cc(C)cc(C)c3)S(=O)(=O)c3c(C)noc3C)CC2)c1	1	-8	-0.1	-1	-2	2	-5
40	C=CCOc1ccc(/C=N/NC(=O)CN2CCOCC2)cc1OCC	-4	-1	x	1	1	19	x
41	CN(C)Cc1ccccc1C(O)(c1ccccc1)c1ccccc1	5	1	x	0	-6	9	4
42	CC1CN(S(=O)(=O)c2ccc(C(=O)N(CCCN(C)C)c3nc4cc5c(cc4s3)OCCO5)cc2)CC(C)O1 (centres undefined)	-2	-6	x	2	-13	51	-5
43	CCc1ccc(C(=O)COC(=O)c2n[nH]c3ccccc23)cc1	4	3	0.4	-1	3	-4	-5
44	Nc1nc(Cl)nc2c1ncn2C1CC(O)C(CO)O1 (centres undefined)	-5	-3	2.5	7	0	3	6
45	COC(=O)C[C@@H]1C[C@H]2c3cc(NC(=O)Nc4ccccc4F)ccc3O[C@H]2[C@@H](CO)O1	x	-4&-4	0.3&-0.4	2&0	3&1	-3&10	x
46	Cc1ccc2cc(CN(CCO)Cc3nnnn3Cc3ccc(F)cc3)c(=O)[nH]c2c1	3	-2	x	x	0	-2	-3
47	CN1c2ccc(-c3cccc(F)c3)cc2[C@@H]2[C@@H](CCN2C(=O)CC2CC2)[C@@H]1CO	-2	4	0.8	u	-18	37	21
48	Cc1ccc(NC(=O)CNCc2ccccn2)cc1S(=O)(=O)N(C)C	20*	0	1.6	-4	-2	-3	0
49	O=C(N[C@@H]1CC[C@H](CCNC(=O)c2ccccc2F)O[C@@H]1CO)c1cnccn1	0	15	0.3	4	-1	-5	-1
50	CC1CCCC/C1=N\NC(=S)Nc1ccccc1 (centres undefined)	-2	-5	x	u	0	-10	9
51	Cn1c(-c2sccc2OCc2ccc(Cl)cc2Cl)n[nH]c1=S	x	1	x	-8	-1	-4	x
52	Cc1cc2ncn(C3CC(=O)N(Cc4ccc(N5CCCC5=O)cc4)C3=O)c2cc1C (centres undefined)	0	4	-0.1	-5	-5	-2	-1
53	CCOC(=O)c1c(NC(=O)c2cc(CC(C)C)on2)sc(C(C)=O)c1C	0	4	x	-2	-2	-3	-3
54	CCCCn1nnnc1C(c1ccccc1)N1CCN(c2ncccn2)CC1 (centres undefined)	x	-2	0.0	14	4	-1	x
55	CCn1cc(C(=O)OC)c(=O)c2cc(S(=O)(=O)N(C)C3CCCCC3)ccc21	0	3	0.1	9	27*	-6	-3
56	CN(C)CC(=O)Nc1ccc2c(c1)[C@H]1C[C@@H](CC(=O)NCc3ccccn3)O[C@@H](CO)[C@H]1O2	-1	0	0.2	-5	-1	-3	0
57	C[C@@H]1CCCCO[C@@H](CN(C)C(=O)Nc2ccc(C(F)(F)F)cc2)[C@H](C)CN([C@H](C)CO)C(=O)c2cc(NS(=O)(=O)c3cn(C)cn3)ccc2O1	0	-3	0.8	16	7	-10	x
58	Cc1ccc(/C=N/N2CCN(C3c4ccccc4-c4ccccc43)CC2)o1	x	2	1.0	1	0	-6	x
59	CCc1sc(C(C2C(=O)CC(C)(C)CC2=O)C2C(=O)CC(C)(C)CC2=O)cc1[N+](=O)[O-]	x	1	x	-2	-2	-3	x

Part of the list above in order of formula weight, lowest first:
entry	Molecule	PglD DTNB	ERp5 block	E-sel inducer	DENV2 CPE	SIRT5 inh	S100A4 MyoIIA	C2C12 statin
50	CC1CCCC/C1=N\NC(=S)Nc1ccccc1 (centres undefined)	-2	-5	x	u	0	-10	9
58	Cc1ccc(/C=N/N2CCN(C3c4ccccc4-c4ccccc43)CC2)o1	x	2	1.0	1	0	-6	x
48	Cc1ccc(NC(=O)CNCc2ccccn2)cc1S(=O)(=O)N(C)C	20*	0	1.6	-4	-2	-3	0
51	Cn1c(-c2sccc2OCc2ccc(Cl)cc2Cl)n[nH]c1=S	x	1	x	-8	-1	-4	x
54	CCCCn1nnnc1C(c1ccccc1)N1CCN(c2ncccn2)CC1 (centres undefined)	x	-2	0.0	14	4	-1	x
47	CN1c2ccc(-c3cccc(F)c3)cc2[C@@H]2[C@@H](CCN2C(=O)CC2CC2)[C@@H]1CO	-2	4	0.8	u	-18	37	21
49	O=C(N[C@@H]1CC[C@H](CCNC(=O)c2ccccc2F)O[C@@H]1CO)c1cnccn1	0	15	0.3	4	-1	-5	-1
52	Cc1cc2ncn(C3CC(=O)N(Cc4ccc(N5CCCC5=O)cc4)C3=O)c2cc1C (centres undefined)	0	4	-0.1	-5	-5	-2	-1
46	Cc1ccc2cc(CN(CCO)Cc3nnnn3Cc3ccc(F)cc3)c(=O)[nH]c2c1	3	-2	x	x	0	-2	-3
56	CN(C)CC(=O)Nc1ccc2c(c1)[C@H]1C[C@@H](CC(=O)NCc3ccccn3)O[C@@H](CO)[C@H]1O2	-1	0	0.2	-5	-1	-3	0
57	C[C@@H]1CCCCO[C@@H](CN(C)C(=O)Nc2ccc(C(F)(F)F)cc2)[C@H](C)CN([C@H](C)CO)C(=O)c2cc(NS(=O)(=O)c3cn(C)cn3)ccc2O1	0	-3	0.8	16	7	-10	x
